ULK1 primary = ULK1 kinase inhibitors, primary screen, biochemical, AlphaScreen | Serine/threonine-protein kinase ULK1 (Homo sapiens), O75385 | AlphaScreen Atg13 phosphorylation by ULK1, luminescence | inhibition, % at 5.96 µM | hit rate 1.9% among 30,000; in the data active = inhibition above about 43%;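 note: 0% = median of compound wells and 100% = no enzyme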
Target sequence (O75385 whole entry, looked up): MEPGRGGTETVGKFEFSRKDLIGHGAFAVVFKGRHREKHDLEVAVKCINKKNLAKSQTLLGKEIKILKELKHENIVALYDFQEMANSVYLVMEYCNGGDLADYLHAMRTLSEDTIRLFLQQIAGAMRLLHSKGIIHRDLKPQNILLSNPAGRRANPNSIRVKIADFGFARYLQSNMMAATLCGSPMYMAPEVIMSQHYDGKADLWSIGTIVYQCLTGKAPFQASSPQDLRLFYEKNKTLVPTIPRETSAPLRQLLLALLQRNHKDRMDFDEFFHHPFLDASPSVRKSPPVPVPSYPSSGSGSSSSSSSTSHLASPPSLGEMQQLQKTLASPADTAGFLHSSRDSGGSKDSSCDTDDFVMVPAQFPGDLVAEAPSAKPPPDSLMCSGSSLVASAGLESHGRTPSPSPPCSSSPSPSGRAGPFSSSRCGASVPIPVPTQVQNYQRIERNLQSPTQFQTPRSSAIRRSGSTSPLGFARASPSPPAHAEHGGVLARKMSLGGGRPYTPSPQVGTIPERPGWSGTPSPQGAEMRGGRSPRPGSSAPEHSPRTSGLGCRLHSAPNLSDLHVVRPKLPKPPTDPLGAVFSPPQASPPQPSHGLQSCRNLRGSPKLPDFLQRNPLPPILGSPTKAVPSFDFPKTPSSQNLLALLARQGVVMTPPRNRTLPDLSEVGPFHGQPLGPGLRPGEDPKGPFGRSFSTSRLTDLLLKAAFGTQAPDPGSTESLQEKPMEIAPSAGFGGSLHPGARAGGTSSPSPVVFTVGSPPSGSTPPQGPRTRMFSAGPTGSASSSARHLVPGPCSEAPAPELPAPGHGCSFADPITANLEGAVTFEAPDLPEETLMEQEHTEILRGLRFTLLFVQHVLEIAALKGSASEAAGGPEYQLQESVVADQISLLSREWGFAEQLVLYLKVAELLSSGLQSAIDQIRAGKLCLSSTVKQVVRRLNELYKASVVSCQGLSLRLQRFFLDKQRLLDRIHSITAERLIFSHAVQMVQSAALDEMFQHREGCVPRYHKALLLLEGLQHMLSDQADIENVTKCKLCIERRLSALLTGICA
ASK1 inh = ASK1 kinase inhibitors, primary screen, biochemical, AlphaScreen; Mitogen-activated protein kinase kinase kinase 5 (Homo sapiens), Q99683; AlphaScreen MKK6 phosphorylation by ASK1, luminescence; inhibition, % at 7.44 µM; hit rate 0.99% among 22,000; in the data active = inhibition above about 35%;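 note: 0% = median of compound wells and 100% = no enzyme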
Starred values were filed as active, the others as inactive; nt = no result given.

SMILES	ULK1 primary	ASK1 inh
O=C(CN1CCC2(CC1)NC(=O)N(Cc1ccc(F)cc1)C2=O)N1CCOCC1	-9	nt
CC(C)CNc1ncc(-c2cnn(Cc3ccccc3)c2)n2ccnc12	5	3
COc1cccc(CN(CC2CCN(C)CC2)C(=O)Nc2ccc(-c3cn[nH]c3)cc2)c1	-4	-7
COc1ccc(Cc2nnc(NC(=O)c3ccccc3C)s2)cc1	-6	nt
Nc1nc(Nc2ccc3ncccc3c2)nc2c1ncn2C1CCCCC1	-14	-16
COc1ccc(-c2ncc(C(=O)NCCc3ccc(O)cc3)s2)cn1	-6	-1
CC(=O)N1CCN(C(=O)c2ccc(Nc3nccc(-c4ccccc4)n3)cc2)CC1	-9	3
N[C@@H]1CCN(c2cc(C(=O)Nc3ccc4[nH]ncc4c3)ccn2)C1	12	-11
c1cc(-c2ocnc2-c2ncco2)cc(Nc2ccc(N3CCOCC3)cc2)n1	-6	-5
CC(=O)CCCCn1cnc2c1c(=O)n(C)c(=O)n2C	-8	nt
O=C(NCc1ccccc1)C1CCN(c2ccc(NCc3cccnc3)nn2)CC1	0	3
CC(=O)Nc1ccc(NC(=O)c2csc(Nc3ccncn3)n2)cc1	22	-2
COc1ccc(-c2nc(NC3CC3)c3ncn(CCN4CCCC4=O)c3n2)cc1	2	10
O=C(NCCc1ccc(O)cc1)c1ccc2nc(Nc3ccc(-n4ccnc4)cc3)sc2c1	-1	12
O=C(NCc1ccccc1)c1cc(N2CCN(c3ccccn3)CC2)nc2ccccc12	-8	-23
COc1ccc(CCNc2ccnc(NCc3cccnc3)n2)cc1	9	8
Cc1cncc(NC(=O)c2cccc(-n3cc(OC(=O)Nc4ccccc4)cn3)c2)c1	-12	-3
CC[N+](CC)(CC)CCC(O)(c1ccccc1)C1CCCCC1 (centres undefined)	3	nt
O=C(NC1CC1)c1ccc2nc(-c3cccs3)sc2c1	-3	-6
Cc1ccccc1NC(=O)C1CCCCN1S(=O)(=O)c1ccc(Cl)s1 (centres undefined)	-10	nt
O=C(NCCOc1ccccc1)c1ccc(-c2ccccc2)s1	3	-4
CC(C)n1cnc2c(NCc3nc4ccccc4[nH]3)nc(Cl)nc21	10	-21
CN(C)CCOc1cc(-c2cn[nH]c2)c(F)cc1NC(=O)C1COc2ccccc2C1 (centres undefined)	-1	5
CCCN1CCc2nc(NC(=O)c3sc4ccccc4c3Cl)sc2C1	5	nt
NC(=O)c1ccc(-c2cccc(C(=O)Nc3ccc(N4CCOCC4)cc3)c2)cc1	8	-10
More records:
SMILES	ULK1 primary	ASK1 inh
CCOc1ccc(/C=N\NC(=O)COc2cc(C)ccc2C)c(O)c1	-5	nt
CCN(Cc1ccccc1)C(=O)Nc1ccc(-c2cn[nH]c2)cc1O[C@H]1CCN(C)C1	-2	-11
CC(C)n1c(-c2ccc(C(N)=O)cc2)nc2c(NCCc3ccc(O)cc3)ncnc21	-7	6
O=C(O)c1cn(-c2ccc(F)cc2)c2cc(Cl)c(F)cc2c1=O	5	nt
O=C(NCCN1CCOCC1)c1ccnc(Nc2ccc(N3CCOCC3)cc2)c1	-16	12
CC(=O)OCC(=O)[C@H]1CC[C@H]2[C@@H]3CCC4=CC(=O)CC[C@]4(C)[C@H]3CC[C@]12C	-12	nt
CC(C)(N)COc1ncccc1C(=O)Nc1ccc2[nH]ncc2c1	6	9
O=C(NCc1ccccc1)c1cccc(NCCCN2CCCC2=O)c1	54*	-6
O=C(Nc1ccccc1)c1cnc(NCCCN2CCCC2=O)s1	-35	0
Cc1cccc(Cn2c(SCC(N)=O)nc3c2c(=O)n(C)c(=O)n3C)c1	6	nt
COc1ccc(-c2cncc3ccc(C(=O)NCc4ccccc4OC)nc23)cc1	4	nt
CC/C=C\C/C=C\C/C=C\C/C=C\C/C=C\CCCC(=O)OCC	0	nt
COc1ccc(CCNc2nc(NCCCN3CCCC3=O)nc3c2ncn3C2CCCCC2)cc1	-2	8
O=C(NN=C1CCCC1)c1ccccc1[N+](=O)[O-]	9	nt
O=C(NC1CC1)c1ccnc(-c2ccc(N3CCOCC3)nc2)c1	-1	-15
CCN(CC)C(=O)C1CCCN(c2cc(Nc3ccc(N4CCOCC4)cc3)ncn2)C1 (centres undefined)	9	-1
C[C@H](CN)Oc1ncccc1C(=O)Nc1ccc2[nH]ncc2c1	0	-8
Cc1ncn(-c2ccc(N(C)c3ncc4cccc(-c5ccn[nH]5)c4n3)cc2)n1	42	-14
O=c1cccc(-c2ccsc2)n1Cc1ccc(F)cc1F	16	nt
Cc1ccc(-c2ncn(-c3ccc(Nc4ncc(F)c(-c5cccc(N6CCOCC6)c5)n4)cc3)n2)cn1	-16	17
CC(C)n1c(-c2cccs2)nc2c(NCCOc3ccccc3)ncnc21	-9	-10
CCN(CC)C(=O)C1CCCN(c2cc(C(=O)NCCN(C(C)C)C(C)C)ccn2)C1 (centres undefined)	-2	5
Cn1c(=O)c2[nH]c(Cl)nc2n(C)c1=O	2	nt
O=C(Nc1cccc(F)c1)N1CCc2nc3ccccn3c(=O)c2C1	5	nt
COc1cccc(CN(CCN2CCOCC2)C(=O)Nc2ccc(-c3cn[nH]c3)cc2)c1	13	-2

Random excerpt: 2 entries already listed
SMILES	ULK1 primary	ASK1 inh
O=C(NCCN1CCOCC1)c1ccnc(Nc2ccc(N3CCOCC3)cc2)c1	-16	12
O=C(O)c1cn(-c2ccc(F)cc2)c2cc(Cl)c(F)cc2c1=O	5	nt

Among those listed so far, 10 contain a halogen.
SMILES	ULK1 primary	ASK1 inh
O=C(CN1CCC2(CC1)NC(=O)N(Cc1ccc(F)cc1)C2=O)N1CCOCC1	-9	nt
Cc1ccccc1NC(=O)C1CCCCN1S(=O)(=O)c1ccc(Cl)s1 (centres undefined)	-10	nt
CC(C)n1cnc2c(NCc3nc4ccccc4[nH]3)nc(Cl)nc21	10	-21
CN(C)CCOc1cc(-c2cn[nH]c2)c(F)cc1NC(=O)C1COc2ccccc2C1 (centres undefined)	-1	5
CCCN1CCc2nc(NC(=O)c3sc4ccccc4c3Cl)sc2C1	5	nt
O=C(O)c1cn(-c2ccc(F)cc2)c2cc(Cl)c(F)cc2c1=O	5	nt
O=c1cccc(-c2ccsc2)n1Cc1ccc(F)cc1F	16	nt
Cc1ccc(-c2ncn(-c3ccc(Nc4ncc(F)c(-c5cccc(N6CCOCC6)c5)n4)cc3)n2)cn1	-16	17
Cn1c(=O)c2[nH]c(Cl)nc2n(C)c1=O	2	nt
O=C(Nc1cccc(F)c1)N1CCc2nc3ccccn3c(=O)c2C1	5	nt

More compounds.
SMILES	ULK1 primary	ASK1 inh
O=C(Cc1cn(-c2ccc(Nc3cnccn3)nn2)c2ccccc12)NCCOc1ccccc1	-9	-2
CCCNc1nc(-c2ccccc2)nc2c1ncn2-c1ccsc1	-24	-11
O=C(NCc1cccnc1)c1cccc(Nc2cnccn2)n1	8	1
O=C(Cc1ccc(Br)cc1)N1CCCC(Nc2ccc3[nH]ncc3c2)C1 (centres undefined)	12	-8
Cc1nc2ccc(-c3cnn(-c4cccc(CN5CCOCC5)c4)c3)cc2c(=O)n1C	3	12
Fc1ccc(-c2cc(NCCCn3ccnc3)nc(-c3cccnc3)n2)cc1	-23	nt
COc1ccc(CCNc2ccnc(NCCN3CCOCC3)n2)cc1	-6	-25
c1cc(Nc2ccc(N3CCOCC3)cc2)nc(-c2ccc(N3CCOCC3)nc2)n1	60*	8
Nc1nc(NC2CC2)cc(N2CCN(Cc3ccc4c(c3)OCO4)CC2)n1	10	-8
Fc1ccccc1-c1cc(NCCCN2CCOCC2)nc(-c2cccnc2)n1	0	nt
COc1ccc(CCNc2cc(N3CCOCC3)ncn2)cc1	-2	2
c1ccc2c(Nc3nc(Nc4ccc(N5CCOCC5)cc4)c4ncn(-c5ccsc5)c4n3)nccc2c1	26	6
CN(C)c1cccc(Nc2cc(NCc3ccccc3)ncn2)c1	1	12
CC(C)N(CCNc1nc(N2CCc3ccccc3C2)nc2c1ncn2Cc1ccc(C(F)(F)F)cc1)C(C)C	2	-13
Cc1cnc(Nc2nc3ccccc3n2C)nc1NCCCN1CCCC1=O	4	-14
Cc1cccc(NC(=O)Cc2csc(NC(=O)C(C)(C)C)n2)c1	-1	nt
NC(=O)c1cccc(-c2csc3ccccc23)n1	16	5
O=C(Cc1cn(-c2ccc(N3CCc4ccccc4C3)nn2)c2ccccc12)NCCO	4	-13
Cc1nn(C)c(C)c1-c1nc2ccc(C(=O)NC3CCN(Cc4ccccc4)CC3)cc2s1	0	-7
NNC(=O)c1cc(-c2c[nH]c3ccccc23)n[nH]1	-24	nt
c1ccc(-c2ncn[nH]2)c(Nc2ccnc(Nc3ccc(N4CCOCC4)cc3)c2)c1	24	37*
c1cncc(CNc2ncnc3nc(Nc4nccc5ccccc45)[nH]c23)c1	8	-1
CC(C)n1cnc2c(NC3CCN(Cc4ccccc4)CC3)nc(Nc3ccncn3)nc21	15	12
O=C(NCCOc1ccccc1)c1ccc2nc(N3CCC(N4CCOCC4)CC3)sc2c1	0	5
N[C@H](Cc1cccc(C(F)(F)F)c1)c1nc2ccc(-c3ccncc3)cc2[nH]1	-12	7
(more compounds)
SMILES	ULK1 primary	ASK1 inh
CCCCCCCNC(=O)c1ccc(F)cc1	2	nt
Nc1nc(NCc2cccc(C(F)(F)F)c2)cc(Nc2ccncn2)n1	5	8
CC(C)n1cnc2c(NCCCN3CCCC3=O)nc(Cl)nc21	-3	-5
Cc1ncn(-c2ccc(Nc3cc(-c4cnn(C(C)C)c4-c4ccc(F)cc4)ccn3)cc2)n1	-21	0
FC(F)(F)c1cccc(CNc2nc(Nc3ncccn3)nc3c2ncn3-c2ccsc2)c1	-3	19
c1ccc(-n2cnc3c(NCc4cccnc4)nc(NCc4ccc5c(c4)OCO5)nc32)cc1	7	7
Cc1ccc(S(=O)(=O)O)cc1	7	nt
O=C(CSc1ccccc1)Nc1cc(NCc2ccccc2)ncn1	-9	-17
COc1cc(NC(=O)c2cnc(-c3ccccc3)s2)cc(OC)c1OC	-12	15
O=C(NCc1cccc(C(F)(F)F)c1)c1cnc(Nc2ccccc2)s1	-42	-2
CNC(=O)c1ccccc1Nc1cc(Nc2ccc3c(c2)OCO3)ncc1C(F)(F)F	78*	-4
CN(C)CCOc1cc(-c2cn[nH]c2)ccc1NC(=O)[C@H]1Cc2ccccc2C(=O)N1	7	3
COc1ccc(CCNC(=O)c2csc(Nc3ccccn3)n2)cc1	2	-24
CCN(CC)C(=O)C1CCCN(c2nc(NCCO)c3ncn(-c4ccccc4)c3n2)C1 (centres undefined)	3	6
Cc1noc(C)c1-c1cc(NC2CC2)nc(N)n1	-2	-7
c1ccc(CN2CCC(Nc3nc(Nc4ccc(N5CCOCC5)cc4)nc4c3ncn4C3CCCCC3)CC2)cc1	13	50*
CCCC(CC[n+]1c(C)sc2ccc(OC)cc21)S(=O)(=O)O (centres undefined)	0	nt
COc1ccc(-c2cc(Nc3cc(OC)c(OC)c(OC)c3)nc(N)n2)cc1	-3	3
O=C1CCCN1CCn1cnc2c(NCCO)nc(-c3cccs3)nc21	2	12
C[C@H](O)C(=O)N1CCC(Nc2ccc3[nH]ncc3c2)CC1	-9	-35
O=C1N(CC2CCCCO2)CCN1c1ccc(F)cc1F (centres undefined)	12	nt
COc1ccc2c(c1)CC(C(=O)Nc1ccc(-c3cn[nH]c3C)cc1OCCN(C)C)CO2 (centres undefined)	4	13
OCCNc1nc(Nc2ccc3ncccc3c2)nc2nc[nH]c12	63*	-38
Cn1c(Nc2nc(NCc3cccnc3)c3ncn(C4CCCCC4)c3n2)nc2ccccc21	5	-15
NC(C(=O)N1CCC[C@H]1C(=O)Nc1ccc2[nH]ncc2c1)c1ccc(F)cc1 (some centres undefined)	5	2

Shown as a hit in ASK1 inh (from the list above):
SMILES	ULK1 primary	ASK1 inh
c1ccc(-c2ncn[nH]2)c(Nc2ccnc(Nc3ccc(N4CCOCC4)cc3)c2)c1	24	37*
c1ccc(CN2CCC(Nc3nc(Nc4ccc(N5CCOCC5)cc4)nc4c3ncn4C3CCCCC3)CC2)cc1	13	50*

The results go on:
SMILES	ULK1 primary	ASK1 inh
c1ccc(OCCNc2ncnc3nc(Nc4nccc5ccccc45)[nH]c23)cc1	2	-15
Fc1cc(-c2ccnc(Nc3ccc(-n4cnc(-c5ccc(Cl)cn5)n4)cc3)n2)cc(N2CCOCC2)c1	-6	14
CC(=O)Nc1ccc(Nc2nc(Cl)nc3c2ncn3C2CCCCC2)cc1	11	-2
CCN1Cc2ccc(OC)cc2C[C@@H]1C(=O)Nc1ccc(-c2cn[nH]c2)cc1OCCN(C)C	-4	6
COc1cc2nc(Nc3ccncc3)nc(Nc3ccccc3)c2cc1OC	-2	4
CCCNC(=O)c1ccc2nc(N3CCN(c4ccccn4)CC3)sc2c1	16	-33
COc1ccc2c(c1)CC(C(=O)Nc1ccc(-c3cn[nH]c3)cc1OCCN(C)C)CC2 (centres undefined)	-3	0
CCN(CC)C(=O)C1CCCN(c2nc(Nc3ccc(NC(C)=O)cc3)c3ncn(Cc4ccc(C(F)(F)F)cc4)c3n2)C1 (centres undefined)	-23	-3
O=NN(CCCl)C(=O)NC1CCCCC1	-7	nt
O=C(Nc1ccc(-c2cn[nH]c2)cc1OCCCO)C1COc2ccccc2O1 (centres undefined)	-12	5
CN1CCN(c2cc(-c3ccncc3)nc(-c3ccncc3)n2)CC1	6	nt
